MRP1 act: H69AR viability gain despite doxorubicin, primary screen, MRP-1 activator project, H69AR cells, CellTiter-Glo; viability rescue; viability increase, % at 10 µM; 140,000 compounds, 0.61% hits; AID 799, 2007;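 active means viability gain under doxorubicin at or above a set limit, the compound median plus 3 SD, cut at about 4.7% in these data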;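 further: MRP-1 overexpressing cells given doxorubicin 25 µM after compound pretreatment; 18-22 h compound pretreatment then 72 h with doxorubicin before readout; 0% = doxorubicin-only wells and 100% = vehicle-treated cells without doxorubicin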
bCat KO growth: primary screen for growth suppressors in beta-catenin knockout HCT116 cells (colon tumor, human); HCT116 beta-catenin knockout viability, CellTiter-Glo, 60 h; stronger effect = lower value; viability, % at 10 µM; 140,000 compounds, 1.5% hits;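 active means viability at or under a set limit, the compound median less 4 SD, cut at about 6% in these data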;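 further: 0% = Hyamine 1622 control at 20 µM and 100% = untreated cell control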
NPY-Y2 antag: NPY-Y2 receptor antagonists, primary screen, cell-based; NPY-Y2 expressing cells, antagonist mode; inhibition, % at 2.7 µM; 140,000 compounds, 0.99% hits; in the data active means inhibition above about 17%;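 further: 0% = vehicle with agonist challenge and 100% = reference antagonist with challenge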
Target sequence (P49146 whole entry, looked up): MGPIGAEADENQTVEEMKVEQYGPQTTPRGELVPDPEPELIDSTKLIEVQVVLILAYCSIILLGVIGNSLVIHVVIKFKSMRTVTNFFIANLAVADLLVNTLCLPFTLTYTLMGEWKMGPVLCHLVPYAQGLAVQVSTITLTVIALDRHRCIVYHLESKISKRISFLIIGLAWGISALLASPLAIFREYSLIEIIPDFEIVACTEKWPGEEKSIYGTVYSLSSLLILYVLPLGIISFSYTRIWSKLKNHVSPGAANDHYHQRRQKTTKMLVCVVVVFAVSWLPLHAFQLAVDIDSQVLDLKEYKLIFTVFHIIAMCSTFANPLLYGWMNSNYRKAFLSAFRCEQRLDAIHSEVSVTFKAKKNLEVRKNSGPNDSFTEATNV
Phagocyt inh: inhibitors of macrophage phagocytosis, primary screen, imaging, J774A.1 cells, IgG beads. J774A.1 macrophage IgG-bead phagocytosis. inhibition, % at 5 µM. 110,000 compounds, 0.07% hits;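 active means inhibition above the mean of the plate negative controls plus 5 SD, cut at about 13% in these data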;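 further: phagocytic index as fraction of beads internalized from green versus red external bead signal; plate controls were DMSO negative control for no effect and cytochalasin-D positive control for full effect; some results beyond the cut were filed as inactive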
HCT116 PTEN-null: growth suppression of PTEN-null HCT116, primary screen, cell-based, CellTiter-Glo | HCT116 PTEN-null viability, 60 h; stronger effect = lower value | viability, % at 10 µM | 140,000 compounds, 1.2% hits | AID 827, 2007;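 active means viability at or below a set limit, 4 SD under the median of all tested compounds, cut at about 3.7% in these data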;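 further: PTEN knockout HCT116 line with beta catenin targeted HCT116 as companion control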
GALR2 blocker: GALR2 antagonists in receptor-expressing cells, primary screen; 140,000 compounds, 0.39% hits; antagonist mode; AID 828, 2007; inhibition, % at 4 µM; Galanin receptor type 2 (Homo sapiens), O43603; in the data active means inhibition above about 27%;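 further: cells stimulated with galanin 1-16 at roughly its EC80; 0% = agonist challenge control and 100% = basal control without agonist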
Target sequence (O43603 whole entry, looked up): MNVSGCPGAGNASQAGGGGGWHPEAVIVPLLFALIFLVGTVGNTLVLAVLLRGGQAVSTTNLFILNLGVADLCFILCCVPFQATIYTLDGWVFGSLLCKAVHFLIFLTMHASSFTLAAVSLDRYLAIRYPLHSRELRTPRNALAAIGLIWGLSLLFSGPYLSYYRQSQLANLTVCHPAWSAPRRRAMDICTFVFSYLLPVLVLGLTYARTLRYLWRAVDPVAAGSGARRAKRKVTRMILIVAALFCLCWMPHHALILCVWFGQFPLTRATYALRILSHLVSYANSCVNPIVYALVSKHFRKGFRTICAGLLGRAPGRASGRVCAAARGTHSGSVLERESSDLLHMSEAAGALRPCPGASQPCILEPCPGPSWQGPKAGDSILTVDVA
Measles CPE: compounds protecting cells from measles virus cytopathic effect, primary screen, measles RdRp inhibitor project, single point, MLSMR library, absorbance; Measles virus-infected cells, CPE protection; protection (pct of control), % at 4 µM; 140,000 compounds, 1.5% hits; AID 841, 2007; in the data active means protection mostly above about 24%, no sharp cut-off; inactive means mostly below about 26%; further: some compounds called inactive have numbers as strong as hits
Yeast lifespan up: compounds extending yeast replicative lifespan, primary screen, S. cerevisiae, OD615 | AID 775, 2007 | inhibition of the nicotinamide effect, % at 10 µM | S. cerevisiae growth with nicotinamide; deaD strain in restrictive glucose medium | 130,000 compounds, 0.68% hits;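 active means inhibition above a set limit, placed 3 SD over the median of all compounds, cut at about 26% in these data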;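 further: 0% = nicotinamide-treated wells and 100% = cells grown without nicotinamide; some compounds called inactive have numbers as strong as hits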
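System: DeaD-strain S. cerevisiae / Buffer or medium: CSMM-D, restrictive glucose (dextrose) synthetic minimal medium / Probe or stimulus: nicotinamide, 1.5 mM, co-present with compound / Compound: one concentration, 10 µM, DMSO 0.25% / Incubation: 48 h compound exposure at 30 °C, humidified / Technique: optical density (absorbance) at 615 nm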
E-sel TNF inh: E-selectin induction blockers in HUVEC – imaging, immunofluorescence, high content, primary screen; HUVEC TNFa-induced E-selectin immunofluorescence; inhibition, % at 2 µM; 120,000 compounds, 0.71% hits; AID 1246, 2008;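 active means inhibition above the batch mean plus 3 SD, and confirmed as a hit on visual image review, cut at about 43% in these data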;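 further: 0% = TNF-stimulated DMSO wells and 100% = unstimulated control wells; not every result past the cut was called active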
Yeast growth inh: growth inhibitors of yeast BB579 in restrictive medium, primary screen, yeast lifespan-shortening project, S. cerevisiae | inhibition, % at 10 µM | 140,000 compounds, 0.51% hits | OD615, 48 h | AID 804, 2007;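 active means inhibition above a set limit, 3 SD over the mean compound inhibition, cut at about 44% in these data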; further: inactives centre near -24
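System: Saccharomyces cerevisiae DeaD strain BB579, replicative lifespan model yeast | Buffer or medium: Restrictive glucose-based CSMM-D medium | Times: 4 h preincubation and 48 h exposure at 30 °C | Detection: OD615 turbidity measurement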
* marks the source's active call; other numbers are inactive results; nt = no result given; & = joins results of further samples.

1	COC(=O)c1c(C(=O)OC)n(CCCN)c2ccc(C)cc12
2	CC(C)(C)NC(=O)C(c1ccc(O)cc1)N(Cc1ccco1)C(=O)Cn1nnc(-c2cccs2)n1 (configuration not stated)
3	[O-]/[N+](=C/c1ccc(F)cc1)c1ccc(Cl)cc1
4	CCc1cc2c(N[C@@H](Cc3c[nH]c4ccccc34)C(=O)O)ncnc2s1
5	CCn1c(=O)cc(SCC(=O)Nc2ccc3c(c2)OCCO3)c2ccccc21
6	O=c1[nH]c(NNC(=S)NCc2ccccc2)nc2c1C1(CCCCC1)Cc1ccccc1-2
7	CCOc1ccc(C(=O)N/N=C/c2ccc(-c3ccc(S(=O)(=O)Nc4ncccn4)cc3)o2)cc1
8	O=C(COC(=O)C1(c2ccc(F)cc2)CCCC1)NC1CC1
9	CCOC(=O)C1C(=O)C=C(c2ccc(OC)cc2)CC1c1ccco1 (configuration not stated)
10	CCOC(=O)/C(=C\c1ccc(OC(F)F)cc1)C1=Nn2c(nnc2-c2ccc(Cl)cc2)SC1
assay / entry,1,2,3,4,5,6,7,8,9,10
MRP1 act,-2.8,-2.8,-3.8,-0.5,-3.3,-4.1,0.8,-1.1,-3.9,-4.0
bCat KO growth,73,73,97,94,98,89,104,85,60,1.4*
NPY-Y2 antag,3,6,-1,-1,3,-1,0,2,1,3
Phagocyt inh,-1,nt,-1,-3,0,-12,2,3,-1,-1
HCT116 PTEN-null,77,82,104,107,105,87,89,93,64,2.1*
GALR2 blocker,-7,-1,1,8,6,6,4,-4,4,-2
Measles CPE,9,4,14,21,10,35,11,1,10,1
Yeast lifespan up,-7,nt,-9,-6,-8,-3,-6,-5,-6,-1
E-sel TNF inh,-20,-6,3,nt,-12,nt,-24,12,-69,nt
Yeast growth inh,-13,-25,-35,-21,-20,-13,-9,-46,-44,2

11	Cc1ccc(/C=C2\SC(N)=NC2=O)s1
12	Brc1cccc(-c2nnc(SCc3nc4ccccc4[nH]3)o2)c1
13	Cc1nn(-c2ccccc2)c2sc(C(=O)OCn3nnc4ccccc4c3=O)cc12
14	CCn1c(SCc2nc(-c3cccs3)no2)nnc1-c1c[nH]c2ccccc12
15	Nc1ccc(-c2nc3ccccc3[nH]2)cc1
16	Cc1ccc(C)c(NC(=O)CCC(=O)NNC(=O)c2cccs2)c1
17	CN1CCN(C(=O)c2ccc3c(=O)n(Cc4ccco4)c(=S)[nH]c3c2)CC1
18	CCN(CCNC(=O)c1cc(C)nn1-c1ccccc1)c1ccccc1
19	Cc1ccc(NC(=O)CN(C)CC(=O)Nc2ccc(N3CCOCC3)cc2)c([N+](=O)[O-])c1
20	C/C(=C\c1ccccc1)CN1CCN(c2ccccc2F)CC1
assay / entry,11,12,13,14,15,16,17,18,19,20
MRP1 act,-3.5,-2.0,-3.4,1.0,-0.8,-0.5,-1.0,0.3,-0.2,-1.6
bCat KO growth,86,89,59,83,94,97,102,77,97,103
NPY-Y2 antag,2,4,3,6,0,3,2,0,1,3
Phagocyt inh,-9,2,0,0,0,2,0,0,-5,-1
HCT116 PTEN-null,82,85,65,87,98,97,105,89,92,100
GALR2 blocker,-10,10,0,-4,6,8,-3,-7,-1,-6
Measles CPE,9,9,2,14,15,11,24,5,5,11
Yeast lifespan up,4,-22,3,-2,-6,-1,-11,-6,3,-3
E-sel TNF inh,95*,6,8,-5,-13,nt,-12,-25,nt,13
Yeast growth inh,-30,-23,-39,-80,-46,-22,-66,-10,-25,-12

21	Cc1ccc(CON=C2CCN(c3ncc(C(F)(F)F)cc3Cl)CC2)cc1
22	CN1CCN(NC(=O)CN2C(=O)/C(=C/c3ccccc3F)SC2=S)CC1
23	Cc1cc(-c2csc(NC(=O)c3ccc(S(=O)(=O)N(C)C)cc3)n2)c(C)n1-c1ccccc1
24	Cc1noc(C)c1S(=O)(=O)N1CCC2(CC1)OCCO2
25	COC(=O)c1ccc(N2CCN(S(=O)(=O)c3c(C)cc(C)cc3C)CC2)c([N+](=O)[O-])c1
26	CCc1cccc(C)c1NC(=O)CO/N=C(\C)c1cc2ccccc2o1
27	CC1=NNC(=O)/C1=C\c1cn(-c2ccccc2)nc1-c1cccs1
28	Cc1nc2nc(CCc3ccccc3)nn2c(C)c1Cl
29	CC(C)(C)Nc1nc2nonc2nc1NC(C)(C)C
30	CCC1CCc2c(sc(NC(=O)CSc3nc(-c4ccco4)cc(C(F)(F)F)n3)c2C#N)C1 (configuration not stated)
assay / entry,21,22,23,24,25,26,27,28,29,30
MRP1 act,3.4,1.1,-2.7,-2.5,0.0,-0.5,-5.0,-1.1,-1.1,1.0
bCat KO growth,96,94,97,96,67,66,1.6*,86,58,93
NPY-Y2 antag,1,6,1,2,0,9,10,1,10,4
Phagocyt inh,nt,7,nt,nt,0,-9,4,nt,-1,-1
HCT116 PTEN-null,99,100,92,105,67,66,1.5*,86,52,92
GALR2 blocker,0,7,-2,-4,-4,-13,31*,-1,0,-12
Measles CPE,9,4,6,38,5,8,0,6,6,12
Yeast lifespan up,-6,-1,-1,-15,-17,0,-2,13,-8,1
E-sel TNF inh,2,nt,nt,-4,nt,-30,55,9,nt,-1
Yeast growth inh,-33,-16,-25,-34,-19,-19,96*,-21,-13,-41

31	Cc1ccc(S(=O)(=O)N2CCC(C(N)=O)CC2)c(C)c1C
32	C=C(Cl)COc1ccc2c(CCC)cc(=O)oc2c1
33	Nc1ccccc1-c1nnc(-c2ccc(-c3ccccc3)cc2)o1
34	Cc1ccc(N2CC(C(=O)NCc3cccs3)CC2=O)cc1C (configuration not stated)
35	CCC(=O)N=C1SC2CS(=O)(=O)CC2N1c1cccc(OC)c1 (configuration not stated)
36	COc1ccc(NC(=O)Cc2c(F)cccc2Cl)c(OC)c1
37	CCOc1ccc(N(CC(N)=O)S(=O)(=O)c2ccc(F)cc2)cc1
38	Cc1ccc(SCCC(=O)N/N=C/c2ccccc2O)cc1
39	COc1ccc2cc(CN(Cc3cccnc3)Cc3nnnn3Cc3ccccc3)c(=O)[nH]c2c1
40	CC(C)(C)NS(=O)(=O)CC12CCC(CC1=O)C2(C)C (configuration not stated)
assay / entry,31,32,33,34,35,36,37,38,39,40
MRP1 act,-2.2,0.1,-1.1,0.5,-0.9,-2.9,-0.2,4.3,0.1,0.0
bCat KO growth,96,84,91,97,81,103,107,15,79,95
NPY-Y2 antag,-1,8,3,2,-2,3,-1,6,5,1
Phagocyt inh,-1,-1,0,nt,-3,0,0,-3,-1,0
HCT116 PTEN-null,88,96,88,98,91,97,101,10,89&86,98
GALR2 blocker,-1,0,-7,2,6,6,1,7,-11,-5
Measles CPE,5,31,25,21,1,5,6,3,4,8
Yeast lifespan up,-14,-8,-14,nt,-2,-6,-9,-3,-9,-10
E-sel TNF inh,5,12,-4,-22,-2,24,-24,-15,-28,3
Yeast growth inh,-22,1,-17,-24,-9,-6,-33,-10,-56,10

41	CC(=O)Nc1cccc(Oc2ccc3c(c2)C(=O)N(CCC(=O)O)C3=O)c1
42	Cc1cccc(NC(=O)N2CCC(c3nc4ccccc4o3)CC2)c1
43	O=C(NNC(=O)C1CC2CCC1C2)c1sc2ccccc2c1Cl (configuration not stated)
44	O=C(CN1CCCC1)N1c2ccccc2Sc2ccc(C(F)(F)F)cc21
45	Cn1c(CNc2ccc(Cl)cc2)nnc1SCCN1CCCCC1
46	Cc1ccccc1-n1nc(CSc2nc3ccccc3[nH]2)c(-c2ccccc2)c1N
47	Cc1ccc(N(C(C)C(=O)Nc2ccccc2C(=O)N2CCOCC2)S(C)(=O)=O)cc1C (configuration not stated)
48	COC(=O)C1=C(C)Nc2nc(SCc3ccccc3)[nH]c(=O)c2C1c1cccs1 (configuration not stated)
49	O=S(=O)(NCCSc1nc2ccccc2o1)c1ccccc1
50	O=C1C2C3C=CC(C3)C2C(=O)N1CCc1ccccc1 (configuration not stated)
51	CC1(c2ccc(Cl)cc2)NC(=O)N(CC(=O)NC(=O)NCc2ccco2)C1=O (configuration not stated)
52	CCOC(=O)N1CCC(NC(=O)CSc2cc(=O)n(C)c3ccccc23)CC1
53	CCC(=O)Nc1nc(C)c(C(=O)NC2CCCCC2)s1
assay / entry,41,42,43,44,45,46,47,48,49,50,51,52,53
MRP1 act,-0.9,0.7,4.1,2.3,-2.6,-1.9,-1.3,-0.9,2.6,-1.3,-0.6,-3.3,-2.4
bCat KO growth,92,104,100,89,94,84,85,79,95,94,92,83,93
NPY-Y2 antag,4,2,3,5,3,8,4,4,4,3,-3,-1,2
Phagocyt inh,4,-1,nt,nt,nt,-10,0,nt,2,1,-1,1,nt
HCT116 PTEN-null,101,100,102,84,91,73,90,77,101,95,95,106,94
GALR2 blocker,14,4,1,11,10,9,7,4,4,-2,10,3,0
Measles CPE,7,32,10,3,17,6,3,18,11,14,9,6,15
Yeast lifespan up,-7,-9,0,nt,nt,-7,-16,13,-6,4,-3,-2,nt
E-sel TNF inh,6,3,nt,-17,10,7,-19,-20,-2,10,2,nt,11
Yeast growth inh,7,-43,1,-13,-33,-25,19,-37,-12,-52,-53,-4,-35

5 entries drawn at random from those above, as already listed:
52	CCOC(=O)N1CCC(NC(=O)CSc2cc(=O)n(C)c3ccccc23)CC1
51	CC1(c2ccc(Cl)cc2)NC(=O)N(CC(=O)NC(=O)NCc2ccco2)C1=O (configuration not stated)
44	O=C(CN1CCCC1)N1c2ccccc2Sc2ccc(C(F)(F)F)cc21
48	COC(=O)C1=C(C)Nc2nc(SCc3ccccc3)[nH]c(=O)c2C1c1cccs1 (configuration not stated)
49	O=S(=O)(NCCSc1nc2ccccc2o1)c1ccccc1
assay / entry,52,51,44,48,49
MRP1 act,-3.3,-0.6,2.3,-0.9,2.6
bCat KO growth,83,92,89,79,95
NPY-Y2 antag,-1,-3,5,4,4
Phagocyt inh,1,-1,nt,nt,2
HCT116 PTEN-null,106,95,84,77,101
GALR2 blocker,3,10,11,4,4
Measles CPE,6,9,3,18,11
Yeast lifespan up,-2,-3,nt,13,-6
E-sel TNF inh,nt,2,-17,-20,-2
Yeast growth inh,-4,-53,-13,-37,-12

Assay outcomes from PubChem.
